Assay outcomes from PubChem.
DT40 TDP1 CPT: growth inhibition of DT40 Tdp1-/-;hTDP1 cells with camptothecin (screen for TDP1 inhibitors) | chicken DT40 Tdp1-/-;hTDP1 cells + 20 nM CPT, ATP luminescence, 48 h | Potency, µM (highest dose often 46.2 µM), for the others: at the top dose activity change, negative = growth inhibition, actives largely listed as inhibitors | 420,000 tested, 12% active | AID 686979; also: nearly all actives have a fitted effect of over 55% in size
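Cell growth measured by CellTiter-Glo luminescence after a minimum 48 h, 37 C compound exposure with 20 nM CPT in Tdp1-knockout DT40 cells stably expressing hTDP1, seeded 400/well; qHTS titration format.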
TDP1 block: inhibitors of human tyrosyl-DNA phosphodiesterase TDP1 | Q9NUW8 | recombinant TDP1, AlphaScreen DNA substrate cleavage | Potency, µM (titrated, usually from 130 µM), for the others: at the highest dose activity change, negative = inhibition, hits mostly inhibitors | 350,000 tested, 0.28% active; also: nearly all actives have a fitted effect of over 40% in size
Target sequence (Q9NUW8 whole entry, looked up): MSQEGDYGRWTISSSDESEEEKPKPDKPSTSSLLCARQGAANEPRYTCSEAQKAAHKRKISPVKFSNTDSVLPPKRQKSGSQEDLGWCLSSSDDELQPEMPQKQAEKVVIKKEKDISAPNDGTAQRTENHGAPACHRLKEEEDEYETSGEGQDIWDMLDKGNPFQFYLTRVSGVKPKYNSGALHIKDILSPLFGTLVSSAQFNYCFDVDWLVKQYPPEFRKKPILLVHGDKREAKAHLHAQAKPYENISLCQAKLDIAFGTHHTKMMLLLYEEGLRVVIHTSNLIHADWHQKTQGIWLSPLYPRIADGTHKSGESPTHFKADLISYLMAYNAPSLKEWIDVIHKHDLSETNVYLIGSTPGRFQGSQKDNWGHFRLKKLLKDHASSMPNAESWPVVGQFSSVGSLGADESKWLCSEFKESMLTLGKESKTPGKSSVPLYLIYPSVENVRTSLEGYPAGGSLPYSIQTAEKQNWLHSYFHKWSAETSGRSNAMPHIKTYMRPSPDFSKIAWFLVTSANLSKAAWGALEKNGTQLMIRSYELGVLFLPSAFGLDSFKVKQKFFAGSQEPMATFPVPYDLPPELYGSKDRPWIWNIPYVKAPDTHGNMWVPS
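Recombinant human Tdp1 (E. coli-expressed, 1 nM final) preincubated with compounds 15 min at room temperature, then 5'-biotin/3'-phosphotyrosine-FITC DNA substrate (15 nM final) added for 5 min. AlphaScreen beads (10 ug/ml final) added 10 min; cleavage lowers signal.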
DT40 TDP1 no CPT: qHTS for Inhibitors of human tyrosyl-DNA phosphodiesterase 1 (TDP1): qHTS in cells in absence of CPT | 420,000 tested, 15% active | Potency, µM (doses to about 46.2 µM), for inactives: at the top dose activity change, negative = growth inhibition, usual class: inhibitors | AID 686978, 2013 | DT40 Tdp1-/- hTDP1 cells, no CPT, ATP luminescence, 48 h; also: nearly all actives have a fitted effect of over 55% in size
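Luminescent ATP content (CellTiter-Glo) served as the growth readout. Knockout chicken DT40 cells expressing human TDP1 were exposed to compounds without camptothecin for a minimum 48 hr at 37 °C.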
Active calls of the source: *; ? = inconclusive; . = no result given; & = joins results of further samples; [ ] = another dose, or the depositor's remark. Calls follow the shape of the dose curve; as a rule, active = well fitted curve in the direction sought with a large enough effect; inconclusive = small, poorly fitted or top-dose-only effect, or another doubt; inactive = no such curve, though single readings can be large; an effect the other way counts as inactive or inconclusive. % is scaled to controls: 0 for no effect and ±100 for the full control effect; potency is read from the fitted curve at half-maximal effect.

SMILES	DT40 TDP1 CPT	TDP1 block	DT40 TDP1 no CPT
O=C(Nc1cccc(-c2cn3ccccc3n2)c1)c1cccs1	-12%	6%	?
Cc1cc(OCC(O)CN2CCN(C)CC2)ccc1C(C)C (stereo not drawn)	?	4%	?
O=S(=O)(/N=C(/NNS(=O)(=O)c1ccccc1)c1ccccc1)c1ccccc1	0%	6%	3%
O=C(NCc1nnc(SCC(=O)N2CCC(Cc3ccccc3)CC2)o1)c1ccccc1F	?	0%	16µM*
O=C(O)CN1C(=O)C(=O)N(Cc2ccc(C(F)(F)F)cc2)C1=O	4%	.	15%
CC1(C)Cc2cccc(C(=O)Nc3ccc(Cl)cc3)c2O1	?	3%	?
Cc1ccc(Cl)cc1NC(=S)N(Cc1ccccc1)Cc1cccnc1	0%	0%	-8%
CN(C(=O)c1sc2nc(N3CCCC3)c3c(c2c1N)CC(C)(C)OC3)c1ccccc1	?	8%	?
O=C(CSc1nc2nccnc2c(=O)n1Cc1cccs1)Nc1ccccc1F	?	7%	-24%
CS(=O)(=O)N(CC(=O)Nc1ccccc1Sc1ccccc1)c1cccc(Br)c1	?	3%	?
O=C(Cn1nc(Cl)nc1Cl)c1ccc2c(c1)OCCO2	5.2µM*	3%	13µM*
CCc1ccccc1NC(=O)c1sc2nc(C)cc(C)c2c1N	18µM*	.	?
CC(=O)Oc1ccc(C(=O)Nc2cccc(C(=O)c3cccc(NC(=O)c4ccc(OC(C)=O)cc4)c3)c2)cc1	?	.	23µM*
CCC1=NN(C(=O)c2ccc(C)cc2)C(O)(c2ccc(Br)cc2)C1 (stereo not drawn)	?	0%	?
COCCCNc1nc2c(S(=O)(=O)c3ccccc3)nnn2c2ccc(Cl)cc12	-1%	-9%	-6%
CCOc1ccc(/C=C/C(O)=C2/C(=O)N(C)C3(C)CC2c2ccccc2O3)cc1OC (stereo not drawn)	5.8µM*	0%	8.2µM*
COc1ccc(N2CCN(Cc3nnc(-c4ccc5c(c4)OCO5)o3)CC2)cc1	?	-5%	?
CCOC(=O)N1CCN(C(=O)CSCC(=O)Nc2nc(-c3ccc(-c4ccccc4)cc3)cs2)CC1	3.3µM*	9%	3.3µM*
Cc1ccccc1CNS(=O)(=O)c1ccc2c(c1)OCCO2	-17%	-2%	-26%
S=C(NCc1ccncc1)Nc1ccc(Br)cc1	-16%	.	?
Cc1ccc(NC(=O)Cc2noc3ccccc23)cc1	-7%	3%[56.1 µM]	6%
CC(C)c1ccc(NC(=O)CN2C(=O)NC(Cc3c[nH]c4ccccc34)C2=O)cc1 (stereo not drawn)	?	1%	16µM*
COC(=O)c1sccc1NC(=O)CSc1cccc(Cl)c1Cl	1%	?	-21%
CC(C)[C@H](NC(N)=O)C(=O)Nc1cccc(S(=O)(=O)NC2=NCCCCC2)c1	10%	0%	5%
COc1cc(NC(=O)COCc2cc(-c3ccc(F)cc3)on2)cc(OC)c1OC	13µM*	0%	9.2µM*
S=C1NCN(C2CCCCC2)CN1c1ccccc1	-23%	3%	-8%
COc1ccc(CN2C(=O)COc3ccccc32)cc1	-1%	.	-20%
CCOc1cc(C(c2c(C)[nH][nH]c2=O)c2c(C)[nH][nH]c2=O)cc(Cl)c1O	-25%	.	-12%
O=C(Nc1cccc(C(F)(F)F)c1)c1noc2c1CCc1ccccc1-2	10µM*	-2%	?
Brc1ccc(C2=CC(c3cccs3)n3ncnc3N2)cc1 (stereo not drawn)	?	6%	7.3µM*
c1ccc(CCc2nn3c(C4COc5ccccc5O4)nnc3s2)cc1 (stereo not drawn)	?	5%	?
CN1CCc2c(n(CC(O)CN(CCO)CCO)c3ccccc23)C1=O (stereo not drawn)	2%	-5%	-16%
Cc1ccc(-c2nc(C#N)c(NCCc3ccccn3)o2)cc1	1%	0%	-7%
COc1ccccc1OCC#CCn1ccnc1	-17%	-4%	-18%
CC(=O)N(c1ccc(C)cc1)S(=O)(=O)c1ccc(Cl)cc1	-7%	-8%	-5%
NS(=O)(=O)c1ccc(CCNC(=O)CNC(=O)C2CCCCC2)cc1	?	6%	-25%
COC(=O)c1ccc(C(=O)N2CCCC(N3CCN(c4ccccc4)CC3)C2)nc1 (stereo not drawn)	-14%	5%	17%
CC(C)C[C@H]1CNC(=S)N1CC1CCN(CCC2CCCC2)CC1	-7%	.	-22%
COc1ccc([C@@H]2[C@@H](C(=O)C(C)(C)C)N3N=Cc4ccccc4[C@@H]3C23C(=O)OC(C)(C)OC3=O)cc1OC	2%	-8%	-13%
CCCC(C)NC(=O)CN(Cc1ccco1)S(=O)(=O)c1ccccc1 (stereo not drawn)	-7%	0%	-13%
COCCCn1c(SCc2nnc(-c3ccc(OC)c(OC)c3)o2)nnc1-c1ccncc1	-3%	2%	-18%
CN1CCCCCC1C(=O)N1CCC(N2CCC(C(=O)N3CCOCC3)CC2)CC1 (stereo not drawn)	22%	.	-12%
CC(C)n1c(NCc2nc3ccccc3n2C)nc2ccccc21	-8%	11%	-12%
Cn1c(SCC(=O)N2CCCc3ccccc32)nnc1-c1ccco1	38%[activator]	3%	15%
C=CCNC(=O)COC(=O)c1cc(S(=O)(=O)N2CCCCC2)ccc1Cl	3%	0%	5%
CC(=O)Nc1ccc(Nc2ncnc3sc4c(c23)CCCC4)cc1	?	-1%	?
COc1ccc(/C(C)=N/NC(=O)CCC(=O)Nc2ccc(Cl)cc2Cl)c(OC)c1	?	-5%	?
CN(C)c1ccc(/C=C2/C[N+](C)(C)C/C(=C/c3ccc(N(C)C)cc3)C2=O)cc1	2.6µM*	.	3.7µM*
C=CCSc1nnc(NC(=O)CSc2nc3ccccc3[nH]2)s1	-28%	.	-19%
O=C(c1ccc(Cl)c(S(=O)(=O)N2CCOCC2)c1)N1CCN(c2ccccc2)CC1	?	5%	?
Cc1cccc(-c2noc(-c3ccc(NCc4ccccc4)c([N+](=O)[O-])c3)n2)c1	-18%	6%	-5%
COCCn1cnc2c1c(=O)n(CC(=O)OCC#N)c(=O)n2Cc1ccccc1	5%	2%	0%
O=C(/C=C/c1ccco1)NCCCN1CCN(CCCNC(=O)/C=C/c2ccco2)CC1	3%	1%	-3%
[O-]/C(=C(\C(=S)Nc1cccc2ccccc12)[n+]1cccc(CO)c1)c1ccc(Cl)s1	-23%	7%	-23%
CN1CCN(c2ccc([N+](=O)[O-])c(Sc3nc4ccccc4[nH]3)c2)CC1	-30%	7%	?
CCOc1cccc(/C=N/NC(=O)CC2C(=O)NN=C2C)c1O (stereo not drawn)	13%	0%	6%
CCn1c(-c2ccccc2F)nc2cc(NC(C)=O)cc(C(=O)N(C)Cc3c(C)nc4ccccn34)c21	9%	.	?
CCCC1(c2ccccc2)NC(=O)N(CCN2C(=O)c3ccccc3C2=O)C1=O (stereo not drawn)	-4%	1%	-6%
CCOc1ccc(NS(=O)(=O)c2ccc(NC(=O)c3ccccn3)cc2)cc1	?	2%	?
CS(=O)(=O)NCC(c1ccco1)N1CCN(c2ccc(F)cc2)CC1 (stereo not drawn)	-17%&15%	3%&5%	-24%&6%

Among those listed so far, these contain an aryl methoxy group.
SMILES	DT40 TDP1 CPT	TDP1 block	DT40 TDP1 no CPT
CCOc1ccc(/C=C/C(O)=C2/C(=O)N(C)C3(C)CC2c2ccccc2O3)cc1OC (stereo not drawn)	5.8µM*	0%	8.2µM*
COc1ccc(N2CCN(Cc3nnc(-c4ccc5c(c4)OCO5)o3)CC2)cc1	?	-5%	?
COc1cc(NC(=O)COCc2cc(-c3ccc(F)cc3)on2)cc(OC)c1OC	13µM*	0%	9.2µM*
COc1ccc(CN2C(=O)COc3ccccc32)cc1	-1%	.	-20%
COc1ccccc1OCC#CCn1ccnc1	-17%	-4%	-18%
COc1ccc([C@@H]2[C@@H](C(=O)C(C)(C)C)N3N=Cc4ccccc4[C@@H]3C23C(=O)OC(C)(C)OC3=O)cc1OC	2%	-8%	-13%
COCCCn1c(SCc2nnc(-c3ccc(OC)c(OC)c3)o2)nnc1-c1ccncc1	-3%	2%	-18%
COc1ccc(/C(C)=N/NC(=O)CCC(=O)Nc2ccc(Cl)cc2Cl)c(OC)c1	?	-5%	?

Reformatted in CSV form: part of the list above.
structure,DT40 TDP1 CPT,TDP1 block,DT40 TDP1 no CPT
O=C(CSc1nc2nccnc2c(=O)n1Cc1cccs1)Nc1ccccc1F,?,7%,-24%
O=S(=O)(/N=C(/NNS(=O)(=O)c1ccccc1)c1ccccc1)c1ccccc1,0%,6%,3%
O=C(Nc1cccc(-c2cn3ccccc3n2)c1)c1cccs1,-12%,6%,?
CCC1=NN(C(=O)c2ccc(C)cc2)C(O)(c2ccc(Br)cc2)C1 (stereo not drawn),?,0%,?

Remaining list, next part
SMILES	DT40 TDP1 CPT	TDP1 block	DT40 TDP1 no CPT
COc1cc(SC)ccc1C(=O)Nc1ccc2c(c1)OCO2	-2%	4%	8%
O=C(c1ccc(Cl)cc1)n1nc(-c2ccco2)nc1NCc1cccs1	-1%	-5%	-10%
C[C@@H]1CCN=C(N)S1	-8%	7%[56.1 µM]	-5%
COC(=O)c1ccccc1NC(=O)Cn1c(-c2nonc2N)nc2ccccc21	0.79µM*	-1%	0.71µM*
FC(F)(F)c1cccc(NC(=S)NCC2COc3ccccc3O2)c1 (stereo not drawn)	?	0%	?
CC(=O)N1CCc2cc(Br)cc(S(=O)(=O)N3CCN(c4cc(C)ccc4C)CC3)c21	7%	3%	4%
Cc1cc(C)n(-c2nnc(Nc3ccc(C)c(Cl)c3)c3ccccc23)n1	?	-5%	8.2µM*
CC(C)c1ccc(N2C=Nc3ccc(C(C)C)cc3C2)cc1	?	6%	?
COc1ccc(-c2noc(CCC(=O)NC3CCCCC3)n2)cc1	?	2%	?
O=C(CCC(=O)OCc1ccc([N+](=O)[O-])cc1)Nc1ccc(F)cc1	-6%	5%	-4%
Cc1cn2c(=O)cc(COc3ccccc3NC(=O)c3ccco3)nc2s1	-8%	1%	-13%
Cc1cc(C)cc(N(C(=O)c2csnn2)C(C(=O)NC2CCCC2)c2ccccn2)c1 (stereo not drawn)	4%	9%[0.0935 µM]	-6%
CC(C=NNc1ccc([N+](=O)[O-])cn1)=Cc1ccccc1	?	.	?
O=[N+]([O-])c1ccccc1Oc1ccc(S(=O)(=O)N2CCOCC2)cc1	?	3%	21µM*
COc1ccc(N2CCN(C(=O)C3CCCN(S(=O)(=O)c4ccc(F)cc4)C3)CC2)cc1 (stereo not drawn)	10µM*	6%	8.2µM*
COC(=O)c1nc(NC(=S)NC(=O)c2cccs2)sc1C	-23%	4%	-25%
O=C(Nc1cccs1)NC1CCCC1	3%	-1%	4%
Cc1ccc2nc(Nc3ccc(C)c(C)c3)c3nncn3c2c1	?	.	21µM*
OC(CNCCCCNCC(O)C(F)(F)F)C(F)(F)F (stereo not drawn)	2%	3%	4%
COc1ccc(/C=C/C(=O)Nc2ccccc2F)cc1S(=O)(=O)N1CCOCC1	?	0%	-17%
CCC(=O)N=c1ccn(C2=Nc3ccccc3NC2=C(C#N)C#N)cc1	9%	5%	4%
Cc1noc(C)c1COc1ccccc1C(=O)N1CCN(S(=O)(=O)c2cccc([N+](=O)[O-])c2)CC1	2%	3%	1%
CC(C)Cc1ccc(-c2ccc3nccn3c2)cc1	?	.	18µM*
O=C(NC1CCCCCC1)C1CCCN(c2ncccn2)C1 (stereo not drawn)	-14%	8%	0%
Cc1ccccc1NC(=O)Cn1cnc2c(oc3ccccc32)c1=O	12%	0%	-24%
CC(NC(=O)Cc1c(F)cccc1Cl)C1CCCO1 (stereo not drawn)	-6%	6%	-4%
O=C1CC2(CCCC2)C(=O)N1CN1CCN(S(=O)(=O)c2cc(F)ccc2F)CC1	-15%	.	-9%
c1ccc2nc(N3CCN(Cc4ccc5c(c4)OCO5)CC3)cnc2c1	-1%	-3%	?
Cc1ccsc1C(=O)NNC(=S)NC1CCCCC1	-28%	4%	?
CCOCCCNC(=S)N1CCC(NC(=O)C23CC4CC(CC(C4)C2)C3)CC1	-11%	3%	-21%
COc1cccc(OC)c1C(=O)N1CCN(S(=O)(=O)c2ccc(C)cc2)CC1	-17%	4%	-25%
CC(C)(C)C1CCc2c(sc(NC(=O)c3ccncc3)c2C(N)=O)C1 (stereo not drawn)	?	5%	?
CCOC(=O)C1=C(N2CCCCC2)c2cc3c(n2C1=O)CCCC3	?	12%	9.2µM*
CCOC(=O)c1sc(-c2ccc(C(F)(F)F)cc2)nc1O	?	3%	?
COc1ccc(N2CCN(C(=O)c3ccc4c(c3)NC(=O)C(CSCc3ccccc3F)N4)CC2)cc1 (stereo not drawn)	?	.	?
CCOC(=O)c1nn(-c2ccc(Cl)cc2)c(=O)c(C#N)c1C	-22%	.	11%
CCC1(CC)CNC(=O)NC1	19%	.	-3%
Cc1ccc(Oc2ccc(C=O)cn2)cc1	3%	3%	-28%
